# Screening results (PubChem)
# PHOSPHO1 block – inhibitors of human PHOSPHO1 phosphatase; Q8TCT1; recombinant PHOSPHO1, absorbance phosphatase assay; inhibition, % at 13.3 µM; 290,000 compounds, 1.1% hits; AID 1565; in the data active means inhibition above about 60%
# MEKK3 PB1 HTS – raises or lowers MEK5 binding to the human MEKK3 PB1 domain; Q99759; bead-based flow cytometry, Alexa488-MEK5 binding to MEKK3; actives lie on both sides; 0 = blocked by unlabeled MEK5, 100 = vehicle; binding response (% of control), % at 10 µM; 290,000 compounds, 1.4% hits; AID 1529;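 active means binding response more than 3 SD above or below the average of its plate-row segment, actives on both sides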;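 further: Alexa488 bead fluorescence after subtracting the streptavidin-only scavenger bead signal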
# Target sequence (Q99759 whole entry, looked up, the tested form may be a part): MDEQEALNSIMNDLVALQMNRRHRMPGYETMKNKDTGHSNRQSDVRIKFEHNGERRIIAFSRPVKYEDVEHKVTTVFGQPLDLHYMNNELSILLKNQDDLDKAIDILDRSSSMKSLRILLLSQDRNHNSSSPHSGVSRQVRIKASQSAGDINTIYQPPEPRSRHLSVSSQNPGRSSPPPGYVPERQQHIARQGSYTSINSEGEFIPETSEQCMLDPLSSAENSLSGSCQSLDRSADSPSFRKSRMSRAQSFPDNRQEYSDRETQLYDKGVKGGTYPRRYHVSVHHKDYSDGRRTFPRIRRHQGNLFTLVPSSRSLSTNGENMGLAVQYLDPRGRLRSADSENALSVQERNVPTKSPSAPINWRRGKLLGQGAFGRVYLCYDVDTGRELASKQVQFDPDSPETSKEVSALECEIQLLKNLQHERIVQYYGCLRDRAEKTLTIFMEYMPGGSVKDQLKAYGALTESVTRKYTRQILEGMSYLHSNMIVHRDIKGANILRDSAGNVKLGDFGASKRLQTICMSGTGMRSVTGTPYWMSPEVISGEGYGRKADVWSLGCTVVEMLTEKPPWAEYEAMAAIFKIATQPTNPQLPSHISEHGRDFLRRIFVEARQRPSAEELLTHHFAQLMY
# IDE cell inh – inhibitors of human insulin-degrading enzyme in cells; 320,000 compounds, 0.41% hits; HEK cells, FAbetaB cleavage, fluorescence polarization; inhibition, % at 5.59 µM;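 active means percent inhibition above the average of all tested compounds plus 3 SD, set per screening campaign, cut at about 16% in these data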;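 further: IDE supplied by intact live HEK cells; FP after avidin binding of uncleaved biotin substrate so inhibition keeps polarization high; 0% = DMSO wells and 100% = 60 µM reference IDE inhibitor Ii1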
# pCIP destab – p/CIP protein destabilization. Q05BA5. F442A p/CIP-EGFP cells, EGFP fluorescence, 16 h. decrease of EGFP signal, % at 10 µM. 290,000 compounds, 0.01% hits;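 active means EGFP signal decrease of at least 30% at 10 µM or well 3 SD below plate mean, unless failing retest; inactive means the rest, including hits failing retest or dose response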; further: some compounds called inactive have numbers as strong as hits; many of its hits are not listed in these tables
# IDE act – IDE (human) activation, cell-based. AID 493087. activation, % at 5.96 µM. HEK cells, FAbeta-B cleavage, fluorescence polarization; 0% vehicle, 100% cell-free pure enzyme wells. 340,000 compounds, 0.073% hits;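 active means activation above the mean of all tested compounds plus 3 SD, set per screening campaign, cut at about 17% in these data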
# CRFBP-R2 agonist – agonists of human CRF-binding protein/CRF-R2 receptor complex | HEK293 CRF-R2/CRF-BP, calcium dye fluorescence (FLIPR); percent of saturating CRF peptide response | activation, % at 13.2 µM | 350,000 compounds, 0.46% hits | AID 588473;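 active means activation of at least 50%, plus an integration ratio under a set limit after plate pattern correction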;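 further: plate controls were neutral control wells without compound for no effect and CRF at EC100 for full effect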
# CRFR2-BP antag – CRF-BP/CRF-R2 complex antagonism; HEK293 CRF-R2/CRF-BP, CRF-induced calcium fluorescence; inhibition, % at 11.8 µM; 350,000 compounds, 0.59% hits; AID 588475;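 active means inhibition of the ligand-induced calcium signal above about 50% at the single tested concentration, limit read from the data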
# M4 PAM – positive allosteric modulators of human muscarinic M4 receptor; P08173; CHO-K1 hM4/Gqi5, Fluo-8 calcium fluorescence, ACh EC20; 0% = ACh EC20, 100% = maximal ACh; activation, % at 3 µM; 360,000 compounds, 0.4% hits;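 active means activation above its plate's cutoff, the mean activation of sample wells plus 3 SD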; further: some results filed as inactive read as strong as hits
# Target sequence (P08173 whole entry, looked up): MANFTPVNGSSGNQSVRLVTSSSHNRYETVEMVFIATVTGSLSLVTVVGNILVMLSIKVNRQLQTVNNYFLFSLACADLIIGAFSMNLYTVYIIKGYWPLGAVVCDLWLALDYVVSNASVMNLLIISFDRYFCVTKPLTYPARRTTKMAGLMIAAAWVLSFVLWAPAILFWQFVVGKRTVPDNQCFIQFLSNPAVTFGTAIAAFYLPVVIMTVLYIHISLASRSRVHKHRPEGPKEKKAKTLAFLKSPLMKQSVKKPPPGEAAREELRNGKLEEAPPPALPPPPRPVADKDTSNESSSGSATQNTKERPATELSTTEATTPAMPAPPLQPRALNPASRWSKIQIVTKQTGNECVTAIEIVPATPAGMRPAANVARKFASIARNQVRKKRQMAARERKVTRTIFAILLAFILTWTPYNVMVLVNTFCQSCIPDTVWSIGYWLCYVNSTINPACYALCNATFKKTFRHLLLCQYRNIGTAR
# GalR3 antagonist – antagonists of human GalR3; inhibition, % at 3 µM; 360,000 compounds, 0.44% hits; AID 651719; HEK293 GalR3-CNG cAMP membrane potential fluorescence; galR3 body fused to GalR1 C-terminus; O60755;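 active means inhibition above the screen-wide average plus 3 SD, cut at about 13% in these data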;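 further: forskolin and galanin both at EC90 stimulate the cells; cAMP rise reported by CNG channel membrane potential dye signal; 0% = forskolin plus galanin with DMSO and 100% = forskolin alone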
# * marks the source's active call; other numbers are inactive results; . = not tested or not shown.
SMILES,PHOSPHO1 block,MEKK3 PB1 HTS,IDE cell inh,pCIP destab,IDE act,CRFBP-R2 agonist,CRFR2-BP antag,M4 PAM,GalR3 antagonist
COc1ccc(NC(=O)CCN2CCCC2)c(OC)c1,5.7,91.0,6.5,9.3,-5.0,-0.8,12.3,2.0,1.9
Oc1c(C(c2ccccc2Cl)N2CCCC2)ccc2cccnc12 (centres undefined),1.0,94.0,1.7,-11.5,-1.1,2.7,6.1,-8.6,-6.7
O=C(CSc1nc2c(cnn2-c2ccccc2)c(=O)[nH]1)NCC1CCCO1 (centres undefined),.,.,0.3,.,3.0,0.2,-6.6,7.0,0.0
CN(Cc1ccccc1)C1(CNC(=O)CCC(F)(F)F)Cc2ccccc2C1,-2.4,102.0,3.0,-11.0,2.3,-1.2,6.9,-1.3,-5.1
COc1ccccc1NC(=O)CCN1C(=O)c2ccccc2S1(=O)=O,33.5,100.0,-1.3,-7.3,3.8,1.1,-6.2,1.4,-1.6
OC(COc1ccc(OCc2ccccc2)cc1)CN1CCOCC1 (centres undefined),5.4,97.0,-0.2,-3.0,-3.5,-1.0,-3.9,3.5,2.4
COC(=O)c1ccccc1NC(=O)CSc1nc2c(c(=O)[nH]1)CCC2,-16.8,101.0,1.6,6.2,2.9,-1.1,-4.1,-1.7,-6.8
COC(=O)C1=C(C)N(C)C(=O)/C1=C\c1cccs1,-13.6,88.0,1.1,-12.2,3.9,-2.9,20.3,5.0,-3.0
O=C(CCSCc1ccccc1Cl)N1CCN(c2ccccn2)CC1,6.6,91.0,4.5,8.9,3.5,1.3,30.8,-5.8,-4.8
CCOC(=O)CC(=O)CSc1[nH]c(=O)cc(C)c1C#N,1.2,111.0,6.7,2.2,1.6,5.3,-22.7,6.2,-4.3
O=C(COc1ccc(Cl)cc1)Nc1ccc2oc(-c3ccncc3)nc2c1,-22.6,102.0,5.6,-7.6,-1.0,0.6,0.5,-4.3,-3.1
CCOC(=O)N1CCC(N2Cc3cccc(C(=O)O)c3C2=O)CC1,-10.0,94.0,4.7,-5.2,-5.4,-4.1,45.9,-7.3,.
C/C=C/c1ccc(OCCCCOc2c(OC)cccc2OC)c(OC)c1,-14.4,99.0,8.9,-8.4,3.5,-0.3,35.0,-5.4,-3.5
O=C1NC(=S)NC(=O)C1Nc1ccc(Cl)cc1,.,.,.,.,0.8,-0.9,-4.4,15.1,-5.7
O=C1OCCC1=CN1CCCCC1,.,.,.,.,.,-3.1,-21.6,4.0,-5.2
CCOc1c(CNCCCSc2nc(C)cc(C)n2)cccc1OC,8.3,101.0,2.2,-18.9,1.9,-1.0,4.7,-5.1,-12.8
CN1CCN(C(=O)c2ccc3c(Cl)c4c(nc3c2)CCCC4)CC1,14.6,99.0,-2.0,4.7,8.0,2.5,-23.1,15.3*,-0.7
OC(COc1ccc2ccccc2c1Br)Cn1ccnc1 (centres undefined),5.0,104.0,8.3,5.9,3.3,0.0,-7.3,-13.7,-6.3
CCOC(=O)C1(CCc2ccccc2)CCN(C(=O)C2CCCO2)CC1 (centres undefined),5.1,93.0,4.4,-1.1,4.8,0.7,0.3,-0.6,-3.0
Cc1sc2nc(COC(=O)C(NC(=O)c3ccc(Cl)cc3Cl)C(C)C)[nH]c(=O)c2c1C (centres undefined),-6.9,100.0,-6.5,-12.1,-1.0,3.4,-9.3,19.7,4.1
Cc1nnc(N2CCCC(C(=O)Nc3cc(F)ccc3F)C2)c2nn(-c3ccccc3)c(C)c12 (centres undefined),7.2,98.0,-2.2,-1.7,0.8,-1.0,9.8,-9.6,.
Cc1ccc(NC(=O)COC(=O)CSC(=S)N2CCOCC2)cc1,28.3,99.0,-3.3,1.8,-2.4,-0.8,-2.0,-5.0,0.0
O=C(CN1C(=O)S/C(=C/c2cccs2)C1=O)N1CCOCC1,-2.1,104.0,-0.5,-9.6,1.8,1.4,-1.5,-2.3,-5.7
N#C/C(=C(O)\C=C\c1ccccc1)c1nc2ccccc2[nH]1,12.9,90.0,8.0,-2.3,-0.2,-2.1,11.9,-5.8,-4.9
COc1ccc(C(=O)CCC(=O)N2CCN(c3cccc(Cl)c3)CC2)cc1,17.6,101.0,-2.9,-4.5,0.5,0.2,3.4,-10.5,-1.9
# The list goes on:
SMILES,PHOSPHO1 block,MEKK3 PB1 HTS,IDE cell inh,pCIP destab,IDE act,CRFBP-R2 agonist,CRFR2-BP antag,M4 PAM,GalR3 antagonist
CC1CCN(CCNC(=O)C2CCN(S(=O)(=O)c3cccc4nsnc34)CC2)CC1,36.8,100.0,11.5,0.5,3.4,1.0,-12.8,-9.8,3.4
COC(=O)c1cc(C(=O)OC)cc(-n2c(C)cc(C=O)c2C)c1,35.9,99.0,4.8,-3.2,1.5,-1.5,-2.7,4.6,-9.1
Cc1ccc(NC(=O)N(CCC(=O)O)Cc2ccccc2)cc1,24.6,103.0,-0.6,-10.3,7.4,0.4,8.7,-0.3,-0.2
Cc1ccccc1OCc1nnc(SCc2cc(=O)[nH]c3ccccc23)n1-c1ccccc1,-5.2,68.0,-1.1,-4.8,1.9,-2.0,-37.7,4.8,-4.2
CC(C)C1C(=O)N(Cc2cn(Cc3ccco3)nn2)CCS(=O)(=O)N1Cc1ccc(-c2ccc(F)cc2)cc1 (centres undefined),.,.,.,.,.,5.5,-27.6,-5.1,2.1
Cn1c(=O)c2c(nc(N/N=C/c3cccnc3)n2Cc2ccc(F)cc2)n(C)c1=O,3.2,73.0,0.8,1.1,2.1,-1.6,-1.9,-5.5,2.4
CC(C)C(NC(=O)c1ccc(Cl)cc1Cl)C(=O)N1CCN(S(=O)(=O)c2ccccc2)CC1 (centres undefined),.,.,4.3,.,4.5,-4.9,7.2,-1.2,-4.0
N#C/C(=C\c1ccc2c(c1)OCCO2)C(=O)NC1CCCCC1,0.8,105.0,4.0,-6.4,9.0,-2.6,-22.8,10.2,3.5
COc1ccc(/C=C2\SC(=S)N(CCC(=O)Nc3ccccc3C(=O)O)C2=O)cc1,14.1,105.0,2.3,-1.3,4.4,-0.2,15.6,4.1,-7.8
CC(=O)c1ccc(OCC(C)C)c(Cc2c(O)nc(N)[nH]c2=O)c1,0.1,99.0,-2.3,9.3,-1.2,3.2,4.2,17.4,-3.2
COC(=O)c1ccc(C(=O)OC)c(NC(=O)CCS(=O)(=O)Cc2ccccc2)c1,2.5,101.0,3.7,11.8,6.9,-0.1,1.4,2.6,-2.6
COc1ccc(OC)c2[nH]c(=O)c(CCNC(=O)c3ccc(Br)o3)cc12,-41.9,90.0,3.3,-5.3,-4.6,-3.4,-2.8,-2.4,-9.2
CN(C(=O)COC(=O)CNC(=O)c1cccs1)c1c(N)n(Cc2ccccc2)c(=O)[nH]c1=O,.,.,-1.4,.,4.3,1.5,-3.2,4.3,-8.6
Cc1ncc(C)c2c([N+](=O)[O-])cccc12,.,.,.,.,.,-1.8,0.1,0.4,-4.4
O=C(c1ccc(F)cc1)c1ccc(N2CCCCC2)cc1,-6.4,103.0,4.5,5.4,1.5,-2.0,16.7,-1.0,-9.6
COc1ccc(N=Cc2c[nH][nH]c2=O)cc1,3.8,88.0,1.9,-3.6,2.2,-2.1,18.1,2.8,-2.2
Nc1nnc(-c2ccccc2Cl)s1,45.9,115.0,-1.3,6.5,1.4,2.2,-18.6,4.7,-3.8
Nc1nncn1C(=O)CCCOc1ccccc1,-0.1,97.0,5.0,-4.9,5.2,-2.1,28.2,5.8,-2.7
O=C(OCCN1C(=O)c2ccccc2C1=O)c1cccs1,-5.7,99.0,-2.9,0.3,2.5,-0.2,15.0,4.0,-0.5
CCOC(=O)/C(C(C)=O)=C1/OC(=O)c2ccccc21,30.0,100.0,3.7,2.8,6.3,0.2,4.7,9.4,4.7
O=C(NC1CCCCC1)C(c1ccccn1)N(C(=O)Cc1cccs1)c1ccc(Cl)cc1 (centres undefined),32.3,101.0,-2.1,-1.1,1.4,1.0,-37.5,-5.3,-4.4
Cc1cc(NC(=O)C2CC2)ncc1NC(=O)C12CC3CC(CC(C3)C1)C2,-4.1,102.0,-5.0,-1.1,-1.6,0.1,2.5,11.1,2.6
CC(OC(=O)/C=C/c1ccc2ccccc2n1)C(=O)Nc1ccc(S(N)(=O)=O)cc1 (centres undefined),.,.,6.1,.,-0.5,-0.3,-7.3,1.6,-4.4
C/C(N)=C(/C#N)C(=O)CN1C(=O)NC(Cc2c[nH]c3ccccc23)C1=O (centres undefined),22.7,100.0,-2.4,-8.2,4.0,0.4,6.7,5.0,-9.5
CN(Cc1ccon1)Cc1cn[nH]c1-c1ccc(-c2ccccc2)cc1,-7.9,99.0,5.5,-2.2,0.9,-0.5,-28.2,-2.5,-1.1

# Some of these compounds in order of their number in CRFR2-BP antag, ascending:
structure	CRFR2-BP antag
CC(C)C1C(=O)N(Cc2cn(Cc3ccco3)nn2)CCS(=O)(=O)N1Cc1ccc(-c2ccc(F)cc2)cc1 (centres undefined)	-27.6
Cn1c(=O)c2c(nc(N/N=C/c3cccnc3)n2Cc2ccc(F)cc2)n(C)c1=O	-1.9
CC(C)C(NC(=O)c1ccc(Cl)cc1Cl)C(=O)N1CCN(S(=O)(=O)c2ccccc2)CC1 (centres undefined)	7.2
O=C(c1ccc(F)cc1)c1ccc(N2CCCCC2)cc1	16.7

# Continued:
SMILES,PHOSPHO1 block,MEKK3 PB1 HTS,IDE cell inh,pCIP destab,IDE act,CRFBP-R2 agonist,CRFR2-BP antag,M4 PAM,GalR3 antagonist
Cn1cc(S(=O)(=O)N2CCCC2)cc1C(=O)N1CCN(c2cccc(Cl)c2)CC1,-3.5,100.0,-1.1,-13.5,-3.8,-0.9,-7.5,3.2,.
C#CCOCCOCCOCCNc1nc(N2CCN(C(=O)[C@H](CCCN=C(N)N)n3cc(C(N)[C@@H](C)CC)nn3)CC2)nc(N2CCN(C(=O)[C@H](CCC(=O)O)n3cc([C@@H](N)CO)nn3)CC2)n1 (some centres undefined),.,.,3.2,.,5.2,-0.2,4.7,6.2,-6.1
O=C(/C=C/c1cccc([N+](=O)[O-])c1)NCCSCc1ccc(Cl)cc1,-20.0,144.0*,8.5,-26.6,2.0,0.2,21.3,-4.9,-5.4
O=C(COc1ccccc1)NCC(=O)N/N=C/c1cc(Br)ccc1OCc1ccccc1,-7.4,114.0,13.7,-23.6,-6.2,1.1,-6.1,1.8,-8.4
COc1ccccc1/C=C(/CC(=O)NCc1ccc2c(c1)OCO2)c1nc2ccccc2s1,-17.2,101.0,2.7,9.6,5.2,-0.2,15.5,-13.8,-5.0
O=C(NCc1ccco1)c1ccc(Cn2c(=O)c3ccccc3n(Cc3cccc(F)c3)c2=O)cc1,12.6,105.0,-0.7,-17.0,6.1,-0.8,11.4,4.1,1.9
COc1ccc(CCNS(=O)(=O)c2ccc(C3CNC(=O)C3)cc2)cc1OC (centres undefined),9.8,99.0,2.6,8.1,-0.8,0.8,-16.1,-8.5,-8.1
COc1cnc(-c2ccccn2)nc1Sc1ccc(C)cc1,28.0,89.0,5.3,2.9,-1.2,1.3,-179.7,-11.0,-8.7
COc1cccc(CNc2cccc(C(F)(F)F)c2)c1O,-20.0,102.0,-3.5,-12.2,-1.8,0.1,-7.0,4.5,-7.1
CN1CCN(Cc2c(O)ccc3occ(C(=O)c4ccccc4)c23)CC1,7.0,102.0,5.4,6.8,6.5,-1.2,-5.2,0.9,-1.6
Cc1cc(C(=O)N(C)CC(=O)Nc2cccc(F)c2)no1,.,.,6.4,.,-0.5,0.4,0.8,1.7,-1.7

# Marked active in MEKK3 PB1 HTS, among the entries above:
SMILES,PHOSPHO1 block,MEKK3 PB1 HTS,IDE cell inh,pCIP destab,IDE act,CRFBP-R2 agonist,CRFR2-BP antag,M4 PAM,GalR3 antagonist
O=C(/C=C/c1cccc([N+](=O)[O-])c1)NCCSCc1ccc(Cl)cc1,-20.0,144.0*,8.5,-26.6,2.0,0.2,21.3,-4.9,-5.4
